Compound activity from PubChem BioAssay.
KDM5B inhibitor – KDM5B demethylase inhibition. KDM5B demethylase, FDH-coupled NADH fluorescence (FDH is formaldehyde dehydrogenase). Q9UGL1. hit rate 2.6% among 220,000. Potency, µM (highest dose often 57.7 µM), for inactives: top-dose activity change, negative = inhibition, hits mostly inhibitors; active means well fitted inhibition curve with a large enough effect; inconclusive means small, poorly fitted or top-dose-only effect; inactive means no such curve, though single readings can be large or run the other way; further: 0% is about no effect; nearly all actives have a fitted effect of over 70% in size
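Inhibition is measured as reduced NADH fluorescence generation from FDH coupling to formaldehyde release. Truncated KDM5BΔAP at 200 nM final acts on H3K4me3 peptide (12.5 µM in substrate mix) in pH 7.5 HEPES buffer with Tween-20, 30 min, room temperature.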
* = called active by the depositor; ? = inconclusive; & = joins results of further samples; [ ] = remark or other dose. Potency means the concentration at half of the fitted maximal effect. These rows are one share of the data; rates above refer to the full screens.

KDM5B inhibitor	structure
?	O=[N+]([O-])c1ccc(C2=Nn3c(Cn4nnc5ccccc54)nnc3SC2)cc1
6%	Cc1nnc2n1CCC(NC(=O)c1ccoc1)CC2 (stereo not given)
16%	COc1ccnc(CN2CCC3(CC2)CN(CCOc2ccccc2)C(=O)O3)c1OC
19%	CC(C)(C)c1ccc(C(=O)N2C[C@@H](C(=O)O)[C@H](c3cccc(F)c3)C2)cc1
12%	CC(C)CC(=O)N1CCC(NC(=O)c2ccc3ccccc3n2)CC1
3%	CCOc1ccccc1NC(=O)COC(=O)C1CCC1
-10%	CCn1c(CO)nnc1C1CC(NC(=O)Cn2ncc3ccccc32)C1 (stereo not given)
25%	COc1ccc(CN2CCC(CO)(CN3CCCC3)CC2)cc1C
1%[86.2 µM]	CC(=O)c1ccc(NC(=O)N[C@H]2CO[C@H]3[C@@H]2OC[C@H]3OCC(N)=O)cc1
-7%	Cc1ccc(N(Cc2cc3ccc(C)cc3[nH]c2=O)S(=O)(=O)c2ccccc2)c(C)c1
-24%	CC(C)C(CNC(=O)c1cc(-c2ccncc2)nc2ccccc12)N(C)C (stereo not given)
?	CC(OC(=O)c1cc(-c2ccco2)nc2ccccc12)C(=O)NC(=O)NC(C)(C)C (stereo not given)

Shown with bars between the fields: part of the list above
compound | KDM5B inhibitor
Cc1nnc2n1CCC(NC(=O)c1ccoc1)CC2 (stereo not given) | 6%
COc1ccnc(CN2CCC3(CC2)CN(CCOc2ccccc2)C(=O)O3)c1OC | 16%
CC(C)(C)c1ccc(C(=O)N2C[C@@H](C(=O)O)[C@H](c3cccc(F)c3)C2)cc1 | 19%

Continuation.
KDM5B inhibitor	structure
?	CCOC(=O)c1scc(-c2ccc(C)cc2)c1S(=O)(=O)Nc1cc(OC)ccc1OC
-23%	CCOC(=O)C(=CNC(C)=O)C(=O)OCC
?	Cn1sc(=O)c2cc(S(=O)(=O)NC3CC3)ccc21
1%	CNC(=O)C1CCC(Cn2c(=O)c3sccc3n(CC(=O)NCc3ccccc3)c2=O)CC1 (stereo not given)
?	CC(C)c1nc(N2CCOCC2)ncc1C(=O)O
4%	CCc1ccc(CN2CCC(O)(Cc3cc(-c4cccc(OC)c4)no3)CC2)o1
?	O=c1c(NS(=O)(=O)Cc2ccccc2)ccc2n1C[C@H]1C[C@@H]2CN(S(=O)(=O)c2ccccc2)C1
-29%	Cc1noc(C)c1Cc1c(C(=O)NCCn2c(C)cnc2C2CC2)noc1C
-6%	CC(C)CNC(=O)[C@H]1CCC[C@H]1NC(=O)c1ccncc1
-10%	O=C(NCc1cccnc1)C1CCC(=O)N1C1CCN(C(=O)Cc2ccccc2F)CC1 (stereo not given)
?	CCN(Cc1cc2ccccc2[nH]c1=O)S(C)(=O)=O
4%	CCOCCCn1c(SCC(=O)Nc2ccc(C(C)C)cc2)nc2c(sc3ccccc32)c1=O
-15%	O=C(Cc1c[nH]c2ccccc12)NC1CCc2nn(CC3CC3)c(=O)n2CC1 (stereo not given)
-10%	Cn1c(=O)n([C@H]2CCCN(C(=O)Cn3c(=O)oc4ccccc43)C2)c2ncccc21
?	O=C(Nc1ccncc1)c1cc(-c2cccs2)nc2ccccc12
-6%	COCCN1C(=O)CCC2(C(=O)NCc3cccc(OC)c3OC)CCCC=C12 (stereo not given)
-6%	Cc1cccc2nc(C(=O)N3CCC(=O)N(CC4CC4)C(C(C)C)C3)cn12 (stereo not given)
?	NC1(C(=O)N2CCCC(N3CCN(Cc4ccc5c(c4)OCO5)CC3)C2)CC1 (stereo not given)
18%	Cc1ccc(CN2C(=O)COC[C@H]2C(=O)N2CCN(c3ccccc3F)CC2)cc1
-23%	COCCn1c(C)cnc1CCNC(=O)c1cccc(C)c1
-18%	COc1ccc(NC(=O)CSC2=Nc3ccccc3C3=NC(CC(=O)NCCc4ccccc4)C(=O)N23)cc1 (stereo not given)
-6%	O=S(=O)(c1ccccc1Br)N(Cc1cn(Cc2ccccc2)nn1)C1CC1
28%	Brc1cccc(-c2noc(/C=C/c3ccccc3)n2)c1
10%	Cc1ccc(N(CC(=O)NCC2CCCO2)S(=O)(=O)c2ccc(C)cc2)cc1 (stereo not given)
22%	Cc1ccc(COC(=O)C(C)NC(=O)c2ccccc2)cc1 (stereo not given)
4%	O=C(N[C@@H]1C[C@H]2CC[C@@H]1C2)c1cccc(Cl)c1
15%	O=C(O)c1cccc(CC2CCN(C(=O)C3CCC(O)CC3)C2)c1 (stereo not given)
-10%	Fc1ccccc1N1CCN(Cc2ncc(-c3ccc(Cl)cc3)o2)CC1
-16%	CCCn1c(N2CCN(C(=O)c3cccc(OC)c3)CC2)nc2sc3c(c2c1=O)CCCC3
?	CCOC(=O)c1cnc2ccc(OC)cc2c1NCCc1ccc(OC)c(OC)c1
-4%	CCn1c(SCC(=O)Nc2cc(Cl)ccc2OC)nc2c([nH]c3ccccc32)c1=O
?	COCC(NC(=O)c1csc(-c2cccs2)n1)c1ccnn1C (stereo not given)
-23%[115 µM]	O=C(c1ccc(Cl)cc1)N1CC2(CCN(Cc3ccccn3)CC2)Cc2ccccc21
17%[115 µM]	CN1CCC(C(=O)N2CCC3(CC2)CN(C(=O)Cc2ccc(Cl)cc2)CCO3)CC1
4%	Cc1ccccc1-c1nc(CSc2nc(C)c(CCO)c(=O)[nH]2)c(C)o1
18%	CCOC(=O)C1CCCN(C(=O)CN2C(=O)COc3ccc(S(=O)(=O)N4CCCCC4)cc32)C1 (stereo not given)
-7%	O=C(Cc1n[nH]c(=O)c2ccccc12)NCc1ccc(OC(F)F)cc1
?	CC(C)c1nc2ccccc2n1CC(=O)NC1CCCN(c2ncccn2)C1 (stereo not given)
?	OCC1CCN(Cc2cc3cc4c(cc3nc2-c2ccc(Cl)cc2)OCO4)CC1
7%	COc1ccc(NC(=O)Cn2c(=O)n(CCCC(=O)NCCc3ccc(C)cc3)c(=O)c3ccccc32)cc1Cl
?	CCN(CC)c1ccc(NS(=O)(=O)c2ccc(-c3cnc(C4CC4)o3)cc2)c(C)c1
15%	Cc1cc(C)n(-c2nc3c(c(=O)n(Cc4ccc(F)cc4)c(=O)n3C)n2CCC(C)C)n1
-11%	COc1ccc(Cn2ccnc2SCC(=O)Nc2cc(C(F)(F)F)ccc2Cl)cc1
?	O=C(NCCc1cccc2ccccc12)c1ccc2ccccc2n1
-33%	Cc1c(C)n(Cc2ccccc2)c2ncnc(NCc3ccco3)c12
11%	O=C1NC2(CCN(Cc3ccccc3C(F)(F)F)CC2)Oc2ccccc21
-13%	CCCn1nc(C(=O)Nc2sc3c(c2C(N)=O)CCC3)c2ccccc2c1=O
18%	CCOc1ccc(NC(=O)c2ccc(Cl)cc2)c2cccnc12
14%&-7%	Cc1ccc(OCC(=O)Nc2ccc(-c3nc4ccc(C)cc4o3)cc2)cc1
16%	CC(Sc1ccc(F)cc1F)C(N)=O (stereo not given)
?	CN1CCN(C(=O)Cn2ncc3c4ccccc4n(Cc4ccc(Cl)cc4)c3c2=O)CC1
0%	CCOc1ccc(NC(=O)c2cc(C)nc3ccc(C)cc23)cc1OCC
23%[86.2 µM]	COCCNC(=O)[C@@H]1CCC[C@@H](NCc2ccc(OC)cc2)CN(C)C(=O)C1
-7%	O=C(N[C@@H]1CN(C(=O)c2[nH]nc3c2CCc2ccccc2-3)CC[C@@H]1CO)c1ccccc1
4%	CCCn1c(C)cnc1C1CCNC1 (stereo not given)
2%	CNC(=O)[C@@H]1C[C@H](Oc2ccccc2)CN1C(=O)CCOC
31%[activator]	Cc1[nH]c(-c2ccccc2)nc1C(=O)N[C@H](c1cnn(C)c1)C1CC(O)C1 (stereo not given in full)
?	S=C(NCCc1ccccc1)Nc1cccc(Cl)c1
6%	COc1ccc(OC)c(NC(=O)c2cc(=O)[nH]c3ccccc23)c1
?	COCCOC(=O)C1=C(C)N=C2SC=C(CC(=O)N3CCOCC3)N2C1c1cccc(OC)c1 (stereo not given)

In a second layout: 4 of the compounds above.
Structure | KDM5B inhibitor
CNC(=O)[C@@H]1C[C@H](Oc2ccccc2)CN1C(=O)CCOC | 2%
Cc1[nH]c(-c2ccccc2)nc1C(=O)N[C@H](c1cnn(C)c1)C1CC(O)C1 (stereo not given in full) | 31%[activator]
S=C(NCCc1ccccc1)Nc1cccc(Cl)c1 | ?
COc1ccc(OC)c(NC(=O)c2cc(=O)[nH]c3ccccc23)c1 | 6%

Continued:
KDM5B inhibitor	structure
-1%	COc1ccc(CCNC(=O)C/C(C)=N/NC(=O)Cc2cccc3ccccc23)cc1OC
-10%	CCOC(=O)c1c(NC(C)=O)c2c3c(sc2n1Cc1nc(-c2ccccc2OCC)oc1C)CCCC3
24%	COCCC(=O)N1CCC(Oc2ccc(C(=O)NCCCC3CCCC3)cc2)CC1
6%	Cc1ccsc1C(=O)N1CCC[C@H](n2c(=O)n(CC3CC3)c3cccnc32)C1
141%[activator][86.2 µM]	CNCc1cn(C[C@H]2O[C@@H](CC(=O)N3CCN(c4ccccc4)CC3)[C@H](O)[C@@H]2O)nn1
-13%[86.2 µM]	O=C(c1ccccc1)N1CCC2(CC1)C(=O)NN=C2c1ccncc1
-5%	Cc1cnc(C2CCOCC2)n1CC1CCN(C(=O)CC2CCCC2)CC1
-7%	CN(C)Cc1nnc(C2CCCN(C(=O)c3cccc(N(C)C)c3)C2)n1C (stereo not given)
-20%	Cc1onc(-c2ccccc2)c1-c1nnc(CN(C)CC(=O)N2CCCC2)o1
14%	Fc1ccccc1CC1CCN(CC2[C@H]3CNC[C@@H]23)CC1 (stereo not given in full)
17%	O=C(COC(=O)c1ccc2ccccc2n1)NCc1ccc(Cl)cc1
-9%	O=C(NNC(=S)NCc1ccccc1)c1ccc2ccccc2c1
14%	COc1ccc(/C=C(\C#N)C(=O)C(C)(C)C)cc1OCc1cccc(C(F)(F)F)c1
-4%	O=C(NCc1ccccc1)C1CCN(C(=O)c2nnn3c2COC(c2ccc(F)cc2)C3)CC1 (stereo not given)
?	Cc1noc(C)c1S(=O)(=O)N(CC(=O)NCCc1ccc(Cl)cc1)c1ccc(C(C)C)cc1
23%&-2%	CCCc1nnc(NC(=O)c2cc(=O)c3ccccc3o2)s1
1%	CC1CCN(Cc2nnnn2CCCC(=O)N2CCN(CCO)CC2)CC1
11%	COc1ccc2c(c1)c1c(c(=O)n(Cc3ccccc3)c(=O)n1CC(=O)Nc1ccc(C)cc1C)n2C
-20%	C=CCNC(=O)N1CCCC1C(=O)Nc1cccc(-n2cccn2)c1 (stereo not given)
4%	Cc1c(C(=O)NCc2nnc3n2CCCCC3)oc2ccc(Cl)cc12
-3%	CC(C)NC(=O)Cn1c(CO)cnc1SCc1ccccc1Cl
6%	CN(C)c1ccc(CN2CCc3nc(C4CC4)nc(-c4ccc(O)cc4)c3CC2)cc1
?	CCC1Oc2ccc(NC(=O)c3ccccc3F)cc2CN(Cc2ccc(OC)cc2)C1=O (stereo not given)
-26%	O=C(O)COCC(=O)N1CC[C@@H]2[C@H]1C(=O)N(c1ccc(F)c(Cl)c1)C(=O)N2Cc1ccccc1

Some of the entries above, reformatted:
structure	KDM5B inhibitor
CCn1c(CO)nnc1C1CC(NC(=O)Cn2ncc3ccccc32)C1 (stereo not given)	-10%
CCN(Cc1cc2ccccc2[nH]c1=O)S(C)(=O)=O	?

New compounds follow.
KDM5B inhibitor	structure
-1%	O=C(c1ccccc1)N1CCC(n2cc(-c3nc(-c4ccccc4)no3)nn2)C1 (stereo not given)
18%	COc1ccc(C2(CNC(=O)c3ccccc3)CCCCC2)cc1OC
7%	O=Cc1cccn1-c1ccc(Br)cc1Br
-3%	Cc1noc(-c2ccc(OC(F)(F)F)cc2)c1C(=O)NCc1cccc(Cl)c1
3%	COC(=O)CCN(C(=O)c1c(C)oc2ncnc(N3CCOCC3)c12)c1ccccc1
7%	COCCO[C@H]1C(=O)N(C2CCN(C(=O)NC(C)(C)C)CC2)[C@H]1c1ccncc1
?	CC(C)=CCC/C(C)=C/CNCC(O)CN1CCOCC1 (stereo not given)
?	COc1ccc(-c2ccc(CCC(=O)NC(C)C)o2)cc1
-26%	CC1=CC(=O)C2=C(C)C[C@H](OC(=O)c3ccccc3Br)[C@@H]3[C@H](OC(=O)[C@H]3C)[C@@H]12
-5%	O=C(Cc1ccc(N(Cc2ccc(F)cc2)C(=O)c2ccco2)cc1)N1CCOCC1
?	CCC(C)NC(=O)c1ccc(-c2ccc(N3CCSCC3)nc2)cc1 (stereo not given)
2%	COc1ccc(-n2c(CC3C(=O)N(C)c4ccc(C)cc43)nc3ccccc3c2=O)cc1 (stereo not given)

2 successive compounds from above, quoted:
KDM5B inhibitor	structure
-1%	O=C(c1ccccc1)N1CCC(n2cc(-c3nc(-c4ccccc4)no3)nn2)C1 (stereo not given)
18%	COc1ccc(C2(CNC(=O)c3ccccc3)CCCCC2)cc1OC

Remaining list, next part:
KDM5B inhibitor	structure
-14%	CN1CC2(CCN(Cc3ccc4cc[nH]c4c3)CC2)CC1C(=O)N1CCOCC1 (stereo not given)
22%	COc1ccc(S(=O)(=O)Cc2nnnn2-c2ccc(F)cc2)cc1
3%	COc1nc2c(cc1CNC(=O)Cn1ccc(C)n1)C(=O)N(C1CCCC1)C2
?	O=C(COc1ccc(Br)cc1)Nc1cccc2cccnc12
8.9µM*	COc1ccc(-c2cc3nc4c(c(=O)n3[nH]2)CN(C(=O)c2cc(CN3CCOCC3)on2)CC4)cc1
2%[86.2 µM]	CC(c1cccs1)N(C)Cc1ccccc1F (stereo not given)
2%	CCOC(=O)C(=O)Nc1ncc(Cl)s1
-4%	Cc1ocnc1C(=O)N(C)CC1CCCN(CCc2ccc(Cl)cc2)C1 (stereo not given)
-13%	COc1ccc(CNC(=O)c2cc3c(s2)CCN(C(C)=O)C3)cc1
